NR2E3 ag-1: agonists of human nuclear receptor NR2E3; Q9Y5X4; 320,000 compounds, 0.12% hits; inhibition of corepressor binding, % at 4.78 µM; GST-NR2E3/biotin-RetCOR TR-FRET, 1536-well; AID 2300;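 active = percent inhibition above the cutoff of mean plus 3 SD of all tested compounds, set per screening campaign, cut at about 20% in these data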;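 note: 0% = DMSO wells and 100% = biotin wells as full block of FRET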
Target sequence (Q9Y5X4 whole entry, looked up): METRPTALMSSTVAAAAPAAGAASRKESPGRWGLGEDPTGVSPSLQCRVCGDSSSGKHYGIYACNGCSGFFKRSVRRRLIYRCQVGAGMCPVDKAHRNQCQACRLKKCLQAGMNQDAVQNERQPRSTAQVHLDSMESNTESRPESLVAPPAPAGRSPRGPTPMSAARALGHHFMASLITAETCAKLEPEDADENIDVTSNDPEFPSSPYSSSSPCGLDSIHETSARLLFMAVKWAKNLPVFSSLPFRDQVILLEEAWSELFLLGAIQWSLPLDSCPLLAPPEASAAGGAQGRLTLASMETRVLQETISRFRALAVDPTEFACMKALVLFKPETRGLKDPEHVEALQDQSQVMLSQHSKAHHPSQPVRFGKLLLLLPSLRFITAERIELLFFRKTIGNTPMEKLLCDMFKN
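Material: NR2E3–RetCOR corepressor complex / Amount: 1.35 nM GST-NR2E3 / Medium: Tris pH 7.5 / Compound: single nominal compound dose of 4.8 µM / Incubation: 5 h at 4 °C / Technique: TR-FRET, Eu(K)-anti-GST donor, streptavidin-D2 acceptor, ex 340, em 617/671 nm / Read-out basis: percent loss of FRET ratio relative to control wells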
MITF TRPM1 inh: inhibitors of MITF-driven TRPM1 promoter in melanoma cells; 330,000 compounds, 0.83% hits; SK-MEL-5 TRPM1 promoter luciferase, 24 h; inhibition, % at 12.5 µM;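 active = mean inhibition across replicates of 60% or more, whatever share of single replicates reaches that level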; note: values of inactives mirror those of a sister screen read the other way
TWEAK Fn14 block: inhibitors of TWEAK-Fn14 interaction signaling | AID 1159606 | TWEAK-stimulated Fn14 reporter cells, luciferase luminescence, 8 h | 360,000 compounds, 2% hits | inhibition, % at 10 µM; in the data active = inhibition above about 50%
C8 TRAIL sens: sensitizes caspase-8 expressing cells to TRAIL; NB7+C8 cells + TRAIL, ATPlite viability luminescence; inhibition (viability loss, TRAIL sensitization), % at 10 µM; 360,000 compounds, 1% hits; AID 624354;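 active = compounds causing at least 50% loss of cell viability in the single-dose screen, relative to plate controls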
NR2E3 ag-2: human photoreceptor-specific nuclear receptor agonism; AID 602229; inhibition of corepressor binding, % at 3.98 µM; Q9Y5X4; 360,000 compounds, 0.35% hits; CHO-S Gal4-NCOR/VP16-NR2E3 two-hybrid, luciferase;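 active = inhibition above the mean of all tested compounds plus 3 SD, cut at about 70% in these data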;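 note: 0% = DMSO with NR2E3 transfected cells and 100% = cells lacking NR2E3 construct; higher means lower luciferase signal from less NR2E3 corepressor binding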
TROY NFkB inh: TROY signaling inhibition | Q293 LMP1-TROYcd NF-kB luciferase reporter, 4 h | inhibition, % at 10 µM | 360,000 compounds, 0.98% hits;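 active = compounds whose plate-normalised and pattern-corrected inhibition of the luciferase reporter signal at the single screening dose is 50% or more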
Peg3 promoter: Peg3 promoter activity inhibition; HeLa PEG-Prom luciferase reporter, luminescence, overnight; inhibition, % at 20 µM; 360,000 compounds, 1.7% hits;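 active = inhibition of at least 50% at 20 µM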
CF NFkB inh: cystic fibrosis NF-kB activation inhibition. KKLEB NF-kB-GFP reporter, PAF-induced, GFP fluorescence overnight. inhibition, % at 5 µM. 360,000 compounds, 0.86% hits;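 active = at least 50% inhibition at 5 µM, scaled per plate between neutral and stimulator controls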;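 note: PAF is a Pseudomonas aeruginosa culture filtrate used as stimulus; plate controls were PAF-stimulated DMSO wells for no effect and unstimulated DMSO wells for full effect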
HIF-2a inh: blocks HIF-2a reporter activity. 786-0 RCC cells HIF-2a reporter, luciferase luminescence, overnight. inhibition, % at 18.8 µM. 360,000 compounds, 0.72% hits;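 active = inhibition of the luminescence signal of 40% or more relative to plate controls, in a single-dose primary screen at 18.75 µM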
Shn3 3UTR inh: Schnurri-3 reporter inhibition in Clone20 osteoblasts; inhibition, % at 12.5 µM; Clone20 osteoblast Shn3 3'UTR firefly luciferase, 24 h; AID 588674; 360,000 compounds, 0.52% hits;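 active = mean inhibition of at least 75% with every replicate also reaching 75%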;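 note: 0% = median of neutral control wells and 100% = pilot-screen positive control compound; some compounds past the cut are filed as inactive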
KKLEB cytotox: reduces viability of KKLEB cystic fibrosis airway cells; KKLEB CF airway cells viability, ATPlite luminescence, overnight; active compounds read low; cells stimulated with P. aeruginosa culture filtrate; activity change (cytotoxicity), % at 5 µM; 360,000 compounds, 0.36% hits; AID 602141;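 active = corrected activity change at or below -50% at 5 µM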
An asterisk follows results filed as active; / = no result given.

SMILES | NR2E3 ag-1 | MITF TRPM1 inh | TWEAK Fn14 block | C8 TRAIL sens | NR2E3 ag-2 | TROY NFkB inh | Peg3 promoter | CF NFkB inh | HIF-2a inh | Shn3 3UTR inh | KKLEB cytotox
COc1ccccc1NS(=O)(=O)c1ccccc1C#N | 5 | -4 | 15 | -48 | 16 | 1 | 21 | -6 | 8 | 10 | -2
COc1cccc(C(=O)N2CCCC(Nc3ccc(C)c(C)c3)C2)c1 (stereo not given) | 0 | 2 | -6 | -13 | -39 | -25 | 2 | 15 | 2 | -8 | 10
CCN(CC)C(=O)CSc1nnc2nnc3cc(C)ccc3n12 | 0 | 41 | -6 | -17 | -24 | -27 | 5 | -4 | 3 | / | -1
C#CCOCCOCCOCCNc1nc(N2CCOCC2)nc(N2CCN(C(=O)[C@H](CCCN=C(N)N)n3cc(C(N)[C@@H](C)CC)nn3)CC2)n1 (stereo not given in full) | / | 0 | -12 | 9 | -22 | -13 | -14 | 12 | -9 | -75 | -6
CCN(NC(=O)C(O)(c1ccccc1)c1ccccc1)C(=O)c1ccccc1 | -2 | -2 | -11 | 3 | -7 | -7 | 12 | 1 | 7 | 4 | -3
Oc1ccc(/C=N/NC(=S)N/N=C/c2ccc(O)cc2)cc1 | -2 | -57 | 9 | 5 | -55 | -5 | -172 | -13 | -142 | -20 | 28
Cc1ccc(-c2cc(C(=O)NCc3ccccn3)c3ccccc3n2)cc1C | 6 | -33 | 10 | 41 | -95 | -39 | -185 | -12 | -200 | -29 | -6
CCCCNC(=O)c1cc(C)nc2ccccc12 | -1 | 13 | -8 | 1 | 32 | -10 | 18 | -10 | 13 | 7 | 6
O=C(c1ccoc1)N1CCC(CO)(CCc2ccccc2)CC1 | 2 | -14 | 23 | 0 | -19 | -36 | -12 | 12 | -44 | -9 | -16
Nc1ncc([N+](=O)[O-])cc1S(=O)(=O)c1ccccc1 | 1 | / | 10 | 7 | -7 | 0 | 7 | 4 | 12 | -9 | 4
O=C(Nc1cccc(O)c1)c1cccc(S(=O)(=O)N2CCCCCC2)c1 | / | -29 | -10 | 4 | -13 | -19 | -104 | -17 | -97 | 0 | 8
C=CCN(CC=C)Cc1cc(=O)oc2cc(C)c(Cl)cc12 | / | / | 6 | 9 | -22 | 4 | 6 | -14 | 9 | -2 | -10
CC(C)(C)C(=O)COC(=O)CCc1nc2ccccc2[nH]c1=O | 2 | -1 | 2 | -2 | 23 | 2 | -4 | -6 | 4 | -11 | -4
O=C(COC(=O)CCC(=O)c1ccccc1)NCCc1ccccc1 | 0 | -3 | -6 | 4 | -24 | 4 | -20 | -12 | -1 | 0 | -24
Clc1cccc(-c2cc3nc4c(c(N5CCN(c6cnccn6)CC5)n3n2)CCCC4)c1 | -1 | -46 | 61* | -16 | -88 | 26 | -106 | 20 | -115 | -8 | -14

TWEAK Fn14 block: entries above that show a hit.
| Compound | NR2E3 ag-1 | MITF TRPM1 inh | TWEAK Fn14 block | NR2E3 ag-2 | Peg3 promoter | CF NFkB inh | HIF-2a inh | Shn3 3UTR inh |
| --- | --- | --- | --- | --- | --- | --- | --- | --- |
| Clc1cccc(-c2cc3nc4c(c(N5CCN(c6cnccn6)CC5)n3n2)CCCC4)c1 | -1 | -46 | 61* | -88 | -106 | 20 | -115 | -8 |

Further records.
SMILES | NR2E3 ag-1 | MITF TRPM1 inh | TWEAK Fn14 block | C8 TRAIL sens | NR2E3 ag-2 | TROY NFkB inh | Peg3 promoter | CF NFkB inh | HIF-2a inh | Shn3 3UTR inh | KKLEB cytotox
CCOc1ccc(CNC(=O)C2CCN(S(=O)(=O)c3ccc4c(c3)CCCC(=O)N4)CC2)cc1 | -2 | 7 | -4 | 17 | -17 | 17 | 26 | 3 | 11 | 2 | -6
COc1cc(NS(=O)(=O)c2ccc(Br)cc2)c(OC)cc1NC(=O)c1ccco1 | 2 | 16 | 7 | -11 | -13 | 10 | 7 | 4 | 2 | 15 | -1
Cc1c2cnn(CC(=O)N3CCOCC3)c(=O)c2c(C)n1Cc1ccccc1F | -5 | -2 | -9 | -6 | -15 | 9 | 2 | -19 | -4 | 2 | 9
Cc1cc(C(=O)N2CCN(c3cc(Cl)ccc3C)CC2)on1 | -5 | -6 | -9 | 3 | -23 | 6 | 12 | 13 | 21 | -2 | -10
Cc1cc(NC(=O)CSc2nc3cc(C(=O)NCCCOC(C)C)ccc3c(=O)n2Cc2ccco2)no1 | 4 | 10 | -4 | -2 | -18 | 0 | 26 | -11 | 14 | 2 | -6
O=C(O)C(CO)(c1ccccc1)c1ccccc1 | -2 | 1 | 18 | 0 | 26 | -15 | -5 | 15 | 4 | -10 | -4
COc1ccc(S(=O)(=O)Cc2ccc(C(=O)N3CCCC3)o2)cc1 | 3 | -3 | -6 | 32 | -16 | 15 | -2 | -13 | 1 | 20 | -19
Nc1cc(N2CCOCC2)c(Cl)cc1[N+](=O)[O-] | -6 | 8 | -11 | 6 | -14 | 16 | 10 | 8 | 10 | 18 | -6
Cc1cc(C)c(C(=O)COC(=O)c2cccnc2Cl)c(C)c1 | 2 | -28 | -28 | -9 | -19 | -70 | -54 | 4 | -3 | -29 | 14
COc1ccc(N=C2C(=Nc3ccc(OC)cc3)N(c3ccc(N(C)C)cc3)C(=S)N2c2ccc(OC)cc2)cc1 | 4 | -8 | -115 | -5 | -10 | -22 | 1 | -5 | 20 | -14 | -3
O=C(Nc1ccc(C(F)(F)F)cc1)c1cc(-c2cccnc2)nc2ccc(Br)cc12 | 8 | 2 | 24 | 9 | 20 | 17 | 42 | 0 | -3 | 34 | -14
CC(Oc1ccc(Cl)cc1Cl)C(=O)NC(Cc1ccccc1)C(=O)O (stereo not given) | / | -7 | -9 | -12 | 7 | 15 | 9 | 2 | 1 | 10 | 9
CCOc1ccc(-n2nnc3c(=O)n(CC(=O)N4CCCc5ccccc54)cnc32)cc1 | 2 | -13 | 2 | -15 | -2 | 13 | 1 | -44 | 5 | 14 | 7
O=C(NCC(c1ccco1)N1CCN(c2ccccc2F)CC1)C(=O)NC1CCCC1 (stereo not given) | 2 | 7 | 1 | -17 | -2 | -8 | 1 | 13 | 17 | 6 | -7
O=C(Cn1cnc2c(cnn2-c2ccc(Cl)cc2)c1=O)N1CCN(c2ccccc2)CC1 | -4 | 17 | 1 | 12 | 10 | 3 | 22 | 17 | 0 | 21 | -8

Rewritten as comma-separated lines: two of the compounds above
SMILES,NR2E3 ag-1,MITF TRPM1 inh,TWEAK Fn14 block,C8 TRAIL sens,NR2E3 ag-2,TROY NFkB inh,Peg3 promoter,CF NFkB inh,HIF-2a inh,Shn3 3UTR inh,KKLEB cytotox
CC(Oc1ccc(Cl)cc1Cl)C(=O)NC(Cc1ccccc1)C(=O)O (stereo not given),/,-7,-9,-12,7,15,9,2,1,10,9
Nc1cc(N2CCOCC2)c(Cl)cc1[N+](=O)[O-],-6,8,-11,6,-14,16,10,8,10,18,-6

Other records.
SMILES | NR2E3 ag-1 | MITF TRPM1 inh | TWEAK Fn14 block | C8 TRAIL sens | NR2E3 ag-2 | TROY NFkB inh | Peg3 promoter | CF NFkB inh | HIF-2a inh | Shn3 3UTR inh | KKLEB cytotox
Fc1ccccc1CNCC1CCCO1 (stereo not given) | / | 0 | -1 | -13 | 0 | -1 | 10 | 3 | 24 | 15 | -5
COc1ccc(NC(=O)CN(C)C(=O)Cc2ccc3c(c2)OCCO3)cc1 | -1 | -2 | -19 | -8 | 30 | -10 | -20 | -5 | 4 | 11 | 18
CS(=O)(=O)c1ccc(Cl)c(NC(=O)CCN2C(=O)C3CC=CCC3C2=O)c1 (stereo not given) | 3 | 3 | 7 | -5 | -13 | 16 | -8 | -1 | 2 | -11 | -17
CC(C)(C)CC(C)(C)c1ccc(O)c(Cc2ccc(Cl)cc2Cl)c1 | / | 0 | 37 | 35 | -4 | 43 | 38 | 40 | -3 | 23 | -16
Cc1nnc(Cl)c2nn(-c3ccccc3)c(C)c12 | 3 | 2 | -4 | 9 | 5 | -2 | 14 | 11 | 27 | -6 | 4
Cc1ncoc1C(=O)N1CCCC(C(=O)c2ccc(-c3ccccc3)c(F)c2)C1 (stereo not given) | 1 | -14 | -5 | -11 | -27 | 6 | 13 | 23 | -11 | 15 | -15
COc1ccc(-c2cc(C(F)(F)F)nc(SCC(=O)N3CCOCC3)n2)cc1OC | 3 | -7 | -18 | -12 | -19 | -13 | 8 | 16 | 2 | 4 | -10
CCn1c(=O)cc(SCC(=O)NCc2ccco2)c2ccccc21 | 1 | 12 | 23 | -5 | -63 | 15 | 25 | 14 | 13 | -1 | -14
Cc1cccc(NC(=O)c2c(-c3ccccc3)noc2C)n1 | -1 | 3 | 7 | -4 | -3 | 5 | 1 | -6 | 10 | -11 | 2
NC(=O)N/N=C/C=C/c1ccccc1 | -4 | -7 | 8 | 2 | -19 | -7 | -21 | -4 | -23 | 5 | 0
NC(=O)C1(N2CCCCC2)CCN(C(=O)c2cccn3c(=O)c4cc(Cl)ccc4nc23)CC1 | 4 | -19 | 3 | -9 | 16 | -4 | 9 | 10 | 9 | -12 | -11
Cc1nc(-c2nnc(SCC(=O)Nc3ccc(Cl)cc3)n2C)cs1 | 3 | 4 | -2 | -28 | -14 | 13 | 3 | 2 | 8 | -48 | -5
CCN(CC)c1ccc(/C=N/N2CCN(Cc3ccc(Cl)cc3)CC2)c(O)c1 | 1 | -15 | -25 | 17 | -16 | 16 | 12 | -12 | 5 | -7 | 8
C[C@H](NC(=O)c1nc[nH]c1C(=O)NCCCCCN)C(=O)OC(C)(C)C | 1 | -1 | 8 | -13 | -5 | -12 | -2 | 1 | -1 | -33 | 8
COc1ccc(C(=O)NC2CCc3ccccc32)cc1OC1CCN(C(C)=O)CC1 (stereo not given) | 0 | -7 | -2 | -1 | 1 | 0 | -4 | -6 | -8 | 0 | 6
CCN1C(=NCCN2CCOCC2)N[C@@H](c2ccccc2)C(C(=O)OC)=C1C | 1 | -6 | -10 | 4 | 7 | -5 | -3 | 22 | 7 | -22 | -11

Quoted from the listing:
MITF TRPM1 inh result of CCN1C(=NCCN2CCOCC2)N[C@@H](c2ccccc2)C(C(=O)OC)=C1C → -6
TWEAK Fn14 block result of CCN(CC)c1ccc(/C=N/N2CCN(Cc3ccc(Cl)cc3)CC2)c(O)c1 → -25
CF NFkB inh result of COc1ccc(NC(=O)CN(C)C(=O)Cc2ccc3c(c2)OCCO3)cc1 → -5

From PubChem

Some of the compounds tested; rates above refer to the full screens.
